CCR6 antagonist = CCR6 receptor antagonists, primary screen, cell-based, CHO-K1, luminescence, beta-arrestin, uHTS; C-C chemokine receptor type 6 (Homo sapiens), P51684; CHO-K1 CCR6 PathHunter beta-arrestin, CCL20-stimulated; inhibition, % at 20 µM; hit rate 0.49% among 340,000;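 active = compounds whose inhibition of the agonist-driven luminescence signal at 20 µM reaches about 50%, limit read from the data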;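 note: cells stimulated with CCL20 at 14 nM final; plate controls were DMSO with CCL20 for no effect and DMSO without agonist for full effect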
Target sequence (P51684 whole entry, looked up): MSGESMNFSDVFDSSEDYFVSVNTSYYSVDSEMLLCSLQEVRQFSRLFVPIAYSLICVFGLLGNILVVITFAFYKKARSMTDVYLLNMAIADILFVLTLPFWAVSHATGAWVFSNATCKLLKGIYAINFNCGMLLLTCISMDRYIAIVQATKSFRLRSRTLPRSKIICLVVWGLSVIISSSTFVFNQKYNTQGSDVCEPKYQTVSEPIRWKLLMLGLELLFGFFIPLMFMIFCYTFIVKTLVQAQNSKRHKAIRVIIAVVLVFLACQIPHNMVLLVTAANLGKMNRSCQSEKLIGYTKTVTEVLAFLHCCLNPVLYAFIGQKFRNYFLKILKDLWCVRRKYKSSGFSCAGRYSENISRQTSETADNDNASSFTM
CXCR6 block = CXCR6 receptor inhibitors, primary screen, cell-based, beta-arrestin, luminescence, CHO-K1 PathHunter, 1536-well | hit rate 0.36% among 360,000 | inhibition, % at 20 µM; in the data active = inhibition above about 34%, passing the limit was not always enough;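 note: antagonist mode with CXCL16 agonist at 10 nM final; 0% = 10 nM CXCL16 with DMSO and 100% = unstimulated wells without agonist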
Gli-Sufu antag = Gli-Sufu pathway antagonists, primary screen, luciferase luminescence, Sufu-KO-LIGHT cells, uHTS. Sufu-KO-LIGHT fibroblasts, Gli luciferase reporter luminescence. inhibition, % at 5 µM. hit rate 0.74% among 340,000. AID 588413, 2011;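 active = inhibition above about 55%, limit read from the data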;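 note: 0% = DMSO-treated cells and 100% = wells with medium but no cells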
A3A deaminase = APOBEC3A ssDNA deaminase inhibitors, primary screen, selectivity assay for APOBEC3G inhibitor project, biochemical, FAM/TAMRA oligo cleavage fluorescence; AID 493011, 2011; hit rate 0.41% among 330,000; recombinant A3A, FAM/TAMRA ssDNA deamination fluorescence; DNA dC->dU-editing enzyme APOBEC-3A (Homo sapiens), P31941; inhibition, % at 20 µM;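 active = at least 40% inhibition at 20 µM here, with at most 30% in a related deaminase screen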;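 note: plate controls were A3A with DMSO for no effect and wells lacking A3A enzyme for full effect; some results filed as inactive read as strong as hits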
Target sequence (P31941 whole entry, looked up): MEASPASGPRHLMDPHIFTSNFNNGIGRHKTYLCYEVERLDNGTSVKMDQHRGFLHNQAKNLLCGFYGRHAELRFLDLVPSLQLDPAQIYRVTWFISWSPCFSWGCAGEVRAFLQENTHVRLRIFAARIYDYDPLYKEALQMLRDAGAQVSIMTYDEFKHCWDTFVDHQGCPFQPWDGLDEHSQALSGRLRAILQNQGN
MPTP block = mitochondrial permeability transition pore inhibitors, primary screen, biochemical, isolated mouse mitochondria, absorbance | Ca2+ swelling absorbance, 30 min | inhibition, % at 10 µM | hit rate 1.4% among 360,000 | AID 602449, 2012;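 active = inhibition of 50% or more, scaled per plate between neutral and stimulator controls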;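 note: 0% = DMSO wells given calcium and 100% = 1 mM EGTA wells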
GRIN3A LBD mod = binders of NR3A ligand-binding domain, primary screen, biophysical, differential scanning fluorimetry, uHTS; AID 1259313, 2017; Tm shift relative to glycine control, % at 25 µM; NR3A LBD differential scanning fluorimetry, Tm shift; 0% = protein alone, 100% = glycine-bound protein; hit rate 2.5% among 340,000; Glutamate receptor ionotropic, NMDA 3A (GRIN3A) ligand-binding domain;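 active = melting temperature shift of at least 10% of the positive control shift, at one fixed dose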
EBI2 antag = EBI2 receptor antagonists, beta-arrestin recruitment, primary screen, cell-based, luminescence, 7a,25-OHC stimulation, uHTS; 7a,25-OHC stimulated; G-protein coupled receptor 183 (Homo sapiens), P32249; hit rate 0.81% among 360,000; inhibition, % at 5 µM; in the data active = inhibition above about 38%;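 note: enzyme fragment complementation signal reports receptor beta-arrestin coupling in cells; 0% = agonist plus DMSO wells and 100% = wells without agonist; some results beyond the cut were filed as inactive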
A3G deaminase = APOBEC3G DNA deaminase inhibitors, primary screen, biochemical, fluorescence, single-stranded DNA substrate, uHTS. inhibition, % at 20 µM. AID 493012, 2011. recombinant A3G, ssDNA deamination FAM/TAMRA fluorescence. hit rate 0.28% among 330,000. DNA dC->dU-editing enzyme APOBEC-3G (Homo sapiens), Q9HC16;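 active = inhibition of at least 40% at 20 µM, with no more than 30% in the related APOBEC3A deaminase screen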;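 note: plate controls were DMSO wells with A3G for no effect and wells lacking A3G enzyme for full effect; some compounds called inactive have numbers as strong as hits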
Target sequence (Q9HC16 whole entry, looked up): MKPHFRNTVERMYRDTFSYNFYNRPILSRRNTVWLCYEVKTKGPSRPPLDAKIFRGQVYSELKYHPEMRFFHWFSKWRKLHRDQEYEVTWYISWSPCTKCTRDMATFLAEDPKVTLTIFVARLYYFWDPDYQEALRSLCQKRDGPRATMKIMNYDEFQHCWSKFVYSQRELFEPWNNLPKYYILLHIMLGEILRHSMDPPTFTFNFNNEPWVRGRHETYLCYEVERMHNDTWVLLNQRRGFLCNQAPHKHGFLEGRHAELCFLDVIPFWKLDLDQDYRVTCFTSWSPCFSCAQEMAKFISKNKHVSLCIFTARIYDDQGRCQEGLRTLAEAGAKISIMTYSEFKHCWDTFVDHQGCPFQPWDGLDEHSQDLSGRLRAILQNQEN
* hit, by the source's call; · = not tested or not shown.

mol,CCR6 antagonist,CXCR6 block,Gli-Sufu antag,A3A deaminase,MPTP block,GRIN3A LBD mod,EBI2 antag,A3G deaminase
COCCCNCCCOc1ccc(Cl)cc1C(C)(C)C,-1.5,-6.4,5.7,-2.7,81.5*,-3.7,-2.5,-2.1
Cc1ccc(CNC(=O)CN(C(=O)C2(C)CC(=O)N=C3C=CC=CN32)c2ccccc2)cc1 (centres undefined),-4.4,1.6,-7.9,-3.4,-4.3,1.3,-10.3,-8.3
COc1ccc(-c2nnc3ccc(SCC(=O)Nc4nc5ccc(C)cc5s4)nn23)cc1OC,0.9,7.5,2.4,-1.2,-2.0,13.9*,-16.8,-11.5
CCC[C@@H](O)c1cc2cc(OC)c(OC)cc2c(=O)o1,1.5,4.4,-12.2,1.8,0.2,1.3,-12.2,-5.0
COCC(C)NCc1cccc(OC)c1OC (centres undefined),-1.0,3.6,9.5,-3.1,-0.3,0.7,7.3,-3.4
OC(c1cccc(Cl)c1)c1nccc2ccccc12 (centres undefined),12.2,9.8,8.4,0.2,-2.1,3.8,8.8,-1.7
CC(NC(=O)CN1CCN(S(=O)(=O)c2ccc(Br)cc2)CC1)c1ccccc1 (centres undefined),22.3,-4.7,-7.3,-4.8,-1.1,-0.3,-16.1,-12.1
Cc1ccccc1S(=O)Cc1ccc(C(=O)NC2CCN(Cc3ccccc3)CC2)o1 (centres undefined),-9.1,2.7,15.0,-3.8,-0.9,0.1,7.7,-11.4
CCOc1ccccc1C(=O)N(Cc1ccco1)C1CCS(=O)(=O)C1 (centres undefined),4.7,0.2,10.8,-6.5,-0.2,0.3,-6.7,-5.6
CS(=O)(=O)c1ccc2nc(NC(=O)Cc3ccccc3)sc2c1,-4.6,5.3,-20.1,-4.2,-0.5,-0.9,-1.6,-12.9
COCC(=O)N/N=C/c1c(C)[nH]n(-c2ccccc2)c1=O,3.5,-3.5,4.0,-3.4,-1.7,0.8,-3.4,-5.8
CC(=O)/C(=N/Nc1cccc(C)c1)N1CCOCC1,27.2,3.7,7.9,-3.2,0.5,0.3,5.2,45.4*
COc1cc(/C=C(\NC(=O)c2ccccc2)C(=O)NCC(=O)O)c([N+](=O)[O-])cc1OC,0.5,-7.3,2.4,0.4,2.3,-6.7,-14.8,-3.3
C[C@H]1CN([C@@H](C)CO)C(=O)c2cccc(NC(=O)Nc3ccc(C(F)(F)F)cc3)c2O[C@@H]1CN(C)C(=O)Nc1ccc(F)cc1,-0.5,-13.9,12.8,0.5,0.1,20.6*,26.1,-2.9
O=C(Nn1cc(C(=O)N2CCN(c3ccccc3F)CC2)c2ccccc2c1=O)c1cnccn1,3.2,1.3,21.2,-4.7,-0.9,-1.4,-1.6,-5.2
CCCCc1ccc(NC(=O)c2ccc(NS(C)(=O)=O)cc2)cc1,-1.0,-4.4,6.3,-1.9,-0.1,-10.2,-0.4,-4.4
O=C(CSc1nc2ccccc2c(=O)n1NC(=O)Cc1ccccc1)NCc1ccccc1,-17.4,5.2,8.1,0.1,-0.7,-1.2,-3.9,-1.5
CSc1ccccc1OCc1cc(C(=O)N2CCNC(=O)C2)no1,3.9,-2.7,0.0,-0.4,-2.0,-1.1,-1.2,-1.1
COC(=O)c1ccc(CSC2=NCCS2)cc1,17.0,4.6,-13.4,1.9,0.3,3.0,-8.5,-2.7
CC(OC(=O)Cn1cnc2c1c(=O)n(C)c(=O)n2C)C(=O)NCc1ccccc1 (centres undefined),6.5,-3.0,-6.1,-3.3,0.3,·,-3.1,-11.0
COc1ccc(/C=N/NC(=O)C2C(C=C(Cl)Cl)C2(C)C)c(OC)c1 (centres undefined),10.2,1.6,-20.9,3.3,5.7,-4.1,18.3,-0.9
Cc1cc(NC(=O)Nc2cccc(Cl)c2)n(-c2ccccn2)n1,-14.3,0.6,-26.7,-2.5,43.1,33.4*,23.1,-6.1
Cc1ccc(NC(=O)c2ccc(COc3ccc4c(c3)CCC4)cc2)c(C)c1,3.7,-2.3,-8.1,-1.7,0.6,-0.9,-4.9,-3.0
COC(=O)CCC(=O)NNC(=O)CCCOc1ccc(Cl)cc1Cl,-13.5,-11.4,0.2,2.3,-0.8,0.9,-3.9,-4.1
CCCCC(=O)OCc1c(-c2ccccc2)ncc2ccccc12,14.3,8.7,0.2,-2.8,-1.9,3.6,-8.5,-8.2
CCC(C)NC(=O)C(=O)NCc1ccncc1 (centres undefined),13.7,1.3,-4.7,-1.3,0.2,-0.9,-3.6,-4.6
Cc1nc(NC(=S)NC(=O)COc2ccc(Cl)cc2)ccc1Br,-17.8,-13.7,-3.5,0.2,-2.5,-2.2,-13.5,0.6
CCOC(=O)C1CCN(C(=O)c2cccc(NC(=O)C(CC)CC)c2)CC1,2.9,-6.8,-0.6,-2.5,-0.1,3.0,-14.3,-4.9
COC(=O)c1ccc(S(=O)(=O)N2CCCN(Cc3ccccc3)CC2)n1C,-0.1,-6.9,5.8,-4.6,3.7,0.2,0.0,-9.0
Cc1ccc(Cl)cc1N1CCN(c2cccc[n+]2C)CC1,-12.2,-1.3,46.4,46.5*,-20.9,-5.3,1.3,24.4

A different layout for some results above.
Compound: COCC(=O)N/N=C/c1c(C)[nH]n(-c2ccccc2)c1=O
- CCR6 antagonist = 3.5
- CXCR6 block = -3.5
- Gli-Sufu antag = 4.0
- A3A deaminase = -3.4
- MPTP block = -1.7
- GRIN3A LBD mod = 0.8
- EBI2 antag = -3.4
- A3G deaminase = -5.8

Compound: COCCCNCCCOc1ccc(Cl)cc1C(C)(C)C
- CCR6 antagonist = -1.5
- CXCR6 block = -6.4
- Gli-Sufu antag = 5.7
- A3A deaminase = -2.7
- MPTP block = 81.5*
- GRIN3A LBD mod = -3.7
- EBI2 antag = -2.5
- A3G deaminase = -2.1

Other results.
mol,CCR6 antagonist,CXCR6 block,Gli-Sufu antag,A3A deaminase,MPTP block,GRIN3A LBD mod,EBI2 antag,A3G deaminase
CC(=O)Nc1ccc(NC(=O)C(C)OC(=O)c2ccc3ccccc3n2)cc1 (centres undefined),12.4,-5.2,0.1,-3.6,0.9,2.7,-7.2,-7.4
COc1ccc(/C=C/C(=O)OCC(=O)NCc2ccccc2)cc1OC,16.7,5.4,-5.6,0.6,1.6,0.1,-8.0,-3.9
COC(=O)[C@H](C)N(Cc1ccc(Cl)c(Cl)c1)S(=O)(=O)CCN1CCN(c2ccccc2)CC1,18.4,-0.3,1.7,-1.5,-0.2,-6.5,10.8,-1.1
O=C1C(=O)N(CCCN2CCOCC2)C(c2ccc(F)cc2)/C1=C(\O)c1ccc2c(c1)OCCO2 (centres undefined),0.3,-6.7,-15.8,-2.6,-2.4,2.2,0.2,-1.7
O=C(/C=C/c1ccc(F)cc1)Nc1cc(S(=O)(=O)N2CCOCC2)ccc1N1CCCC1,-21.4,-4.7,1.0,0.9,0.0,-2.8,8.8,-8.9
CCCc1nnc(SCC(=O)N2CCCCC2)n1CC1CCCO1 (centres undefined),2.5,-7.8,1.2,4.0,0.8,0.5,-2.1,2.5
Cn1c(=O)c2c(nc(NCCc3ccccc3)n2Cc2ccc(F)cc2)n(C)c1=O,19.3,-4.5,26.3,0.9,0.2,-2.6,9.8,-3.2
COc1cccc(N2CCN(C(C)C(=O)NC34CC5CC(CC(C5)C3)C4)CC2)c1 (centres undefined),11.8,7.2,20.9,-1.7,1.0,0.8,11.3,-13.3
CN(Cc1cccc2ccccc12)C(=O)c1cc(COc2c(F)cccc2F)on1,8.6,-3.2,5.0,3.2,3.3,-0.1,17.9,5.4
COc1ccc(OCCCC(=O)OCC(=O)Nc2sccc2C(N)=O)cc1,10.4,-14.5,-1.9,4.1,1.1,3.4,-3.5,-0.5
N#CC(c1ccccc1)c1ccc(C(=O)c2ccc(F)cc2)cc1 (centres undefined),23.7,3.5,21.1,1.2,1.6,-0.1,27.4,-5.9
N#Cc1c(-c2ccco2)nc(SCC(=O)Nc2cccc(Cl)c2)[nH]c1=O,7.7,3.1,-4.5,2.0,1.7,-1.4,0.5,6.8
COc1ccc(OC)c(-c2cc(C(=O)N3CCN(c4ncccn4)CC3)c3ccccc3n2)c1,5.2,2.9,0.6,-1.0,-6.5,-0.8,-12.2,-0.6
Cc1ccccc1C(=O)Nc1ccccc1-n1cccc1,21.0,-4.3,-8.7,-1.6,-1.1,-1.7,-7.6,-4.4
Cc1cc2occ(CC(=O)N(C)CC(=O)Nc3ccccc3Cl)c2cc1C,-1.9,3.0,-2.7,-3.7,-0.4,1.1,-1.1,-10.2
Cc1ccc(Nc2nc(C(=O)N3CCC(C(=O)NC(C)C)CC3)cs2)cc1,-1.3,-0.6,2.8,-0.1,1.8,0.3,4.8,-5.3
Cc1cc(NC(=O)CCC(=O)N(C2CC2)C(C(=O)NC(C)(C)C)c2ccccc2Cl)no1 (centres undefined),-8.2,4.4,18.5,0.3,-1.2,-1.7,4.4,-4.7
Cc1ccc(C)c(S(=O)(=O)NC(C)C(=O)Nc2ccc(-c3nc4ccccc4s3)cc2)c1 (centres undefined),-19.4,0.7,-74.8,0.8,5.0,24.8*,21.3,-3.2
CCCn1c(NCc2ccc(C)o2)nc2ccccc21,5.7,-2.8,-0.7,-0.1,-0.1,-0.3,5.1,-5.2
CCOc1ccc2nc(NCCNC(=O)C(C)(C)C)c(C)cc2c1,8.2,-2.5,4.4,3.7,-2.6,0.8,-5.0,-7.7
CCc1nnc(NC(=O)CSc2nnc(Cc3cc(=O)[nH]c(=O)[nH]3)n2-c2cccc(OC)c2)s1,13.6,-4.9,-2.5,0.6,1.1,-3.6,-4.6,0.6
CC(C)CCn1c(N2CCOCC2)nc2c1c(=O)n(CC(N)=O)c(=O)n2C,5.7,-1.6,4.0,-2.0,-1.9,-0.4,-8.9,-0.3
COc1ccc(C(=O)c2cc([N+](=O)[O-])ccc2N2CCCC2)cc1,23.6,12.9,-6.0,2.2,-0.2,4.6,-11.1,-2.8
Cc1cc(C)n(-c2nc(NCCN(C)C)c3c4c(sc3n2)COC(C)(C)C4)n1,-4.4,-18.4,-1.3,1.2,-1.6,-1.9,-11.4,7.2
Cc1c(NC(=S)NC(=O)c2ccco2)c(=O)n(-c2ccccc2)n1C,4.3,-15.3,-0.9,-3.7,-0.6,-3.2,-22.9,-4.2
CCOC(=O)c1sc(NC(=O)CSc2nnc(Cc3ccccc3)o2)c(C(=O)OCC)c1C,8.4,11.8,3.4,-4.4,-1.0,1.7,28.5,-6.5
O=C1Cc2cc(S(=O)(=O)Nc3cccc(F)c3)ccc2N1,4.2,-4.0,13.5,-0.6,-0.8,2.7,-5.7,-6.2
CCN1C(=O)c2ccccc2S(=O)(=O)c2ccc(C(=O)NCCOC)cc21,7.4,5.0,5.0,4.1,-1.0,-1.6,-12.2,-9.9
COc1cccc(C(=O)NCCN2CCN(c3ccccc3)CC2)c1,7.3,8.0,5.3,-1.8,0.2,4.2,3.4,-2.7
Cc1ccc(C2C3CN(C(C)C)CC=C3C(C#N)=C(N)C2(C#N)C#N)cc1 (centres undefined),59.8*,52.7*,1.8,1.6,-3.0,-2.5,22.1,0.5
Cc1cc(C)cc(N(CCC#N)C(=O)CN2C(=O)NC3(CCCC3)C2=O)c1,4.6,-3.1,-12.5,-3.3,-0.1,-2.5,-2.6,-6.2

Screens as filed in PubChem.
